OXTR agonist: activates the human oxytocin receptor; CHO-OTR cells, Fluo-8 calcium fluorescence; normalized: DMSO 0%, oxytocin 100%; activation, % at 3 µM; P30559; AID 2435; 320,000 tested, 0.32% active;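 active = activation above the mean of all tested compounds plus 3 SD, cutoff set per screening run, cut at about 20% in these data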;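 note: peak over basal fluorescence ratio from a 100 s FLIPR kinetic read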
GPR7 antagonist: antagonists of human GPR7 (neuropeptides B/W receptor 1). P48145. GPR7-expressing cells, fluorescence antagonist assay. inhibition, % at 4.4 µM. 290,000 tested, 1.1% active; in the data active = inhibition above about 16%, passing the limit was not always enough;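 note: cells stimulated with the agonist NPW; 0% = agonist with vehicle and 100% = vehicle without agonist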
Target sequence (P48145 whole entry, looked up): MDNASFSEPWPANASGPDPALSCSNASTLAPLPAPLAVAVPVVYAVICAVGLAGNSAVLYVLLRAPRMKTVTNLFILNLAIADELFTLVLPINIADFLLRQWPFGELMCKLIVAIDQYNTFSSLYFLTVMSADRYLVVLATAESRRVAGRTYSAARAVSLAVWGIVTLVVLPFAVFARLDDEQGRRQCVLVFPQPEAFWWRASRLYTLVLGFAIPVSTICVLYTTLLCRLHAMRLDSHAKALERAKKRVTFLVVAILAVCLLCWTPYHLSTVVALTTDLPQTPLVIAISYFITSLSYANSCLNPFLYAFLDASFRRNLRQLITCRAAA
NS3 helicase inh: inhibitors of Hepatitis C virus NS3 helicase | AID 1800 | inhibition, % at 10.9 µM | NS3 helicase DNA unwinding, Cy5 molecular beacon fluorescence | 290,000 tested, 0.56% active;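 active = inhibition above the mean of all tested compounds plus 3 SD, set per campaign, cut at about 35% in these data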;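 note: 0% = DMSO wells and 100% = thioflavine S control wells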
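Assay system: hepatitis C virus NS3 helicase domain fragment enzyme. Also added: annealed dual-labelled DNA beacon duplex, ATP-started. Timing: 1 h reaction at 25 °C, ATP-initiated. Technique: Cy5 fluorescence at 0 and 60 min, beacon hairpin quenching. Evaluation: % inhibition of unwinding. Replication: one well per compound.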
IMP-1 inhibitor: blocks Pseudomonas aeruginosa IMP-1 metallo-beta-lactamase | purified IMP-1, nitrocefin hydrolysis, epi-absorbance fluorescence | inhibition, % at 5.6 µM | 290,000 tested, 0.45% active | AID 1556;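 active = inhibition above the mean plus 3 SD of all compounds in the same screening run, cut at about 4.5% in these data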;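 note: 0% = IMP-1 with DMSO and 100% = DMSO wells lacking enzyme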
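Test system: recombinant IMP-1 enzyme, purified / Medium: HEPES buffer pH 7.1 with ZnSO4 and Brij 35 / Doses: single dose, 5.6 µM / Times: 25 °C, 15 min preincubation, 25 min reaction / Detection: Epi-absorbance via hydrolysed-nitrocefin quenching of white-plate fluorescence, 480/530 nm, EDTA stop / Evaluation: percent inhibition from optical density relative to buffer-blank wells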
GalR3 antag: human GalR3 antagonism; O60755; HEK293 GalR3-CNG cAMP membrane potential fluorescence; galR3 body fused to GalR1 C-terminus; inhibition, % at 3 µM; 360,000 tested, 0.44% active;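 active = inhibition above the screen-wide average plus 3 SD, cut at about 13% in these data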;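 note: forskolin and galanin both at EC90 stimulate the cells; cAMP rise reported by CNG channel membrane potential dye signal; 0% = forskolin plus galanin with DMSO and 100% = forskolin alone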
Target sequence (O60755 1-299 limits assumed): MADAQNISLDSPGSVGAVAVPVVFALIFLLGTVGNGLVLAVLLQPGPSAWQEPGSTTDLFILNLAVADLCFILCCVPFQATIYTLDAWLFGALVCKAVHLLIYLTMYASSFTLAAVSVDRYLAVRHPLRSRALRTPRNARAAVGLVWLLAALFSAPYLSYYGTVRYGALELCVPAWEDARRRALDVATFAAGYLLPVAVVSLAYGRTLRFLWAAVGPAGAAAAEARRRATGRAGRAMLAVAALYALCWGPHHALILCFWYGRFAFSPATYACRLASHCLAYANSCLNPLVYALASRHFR
V1R ag counter: V1a receptor agonism, counter-screen for OXTR agonists; CHO-V1R cells, Fluo-8 calcium fluorescence, agonist mode; 0% DMSO, 100% 3 nM vasopressin; activation, % at 3 µM; 320,000 tested, 0.25% active;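 active = activation above the mean activation of all tested compounds plus 3 SD, per screening run, cut at about 20% in these data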;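 note: signal is peak over basal fluorescence ratio across a 100 second FLIPR read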
VIM-2 inhibitor: inhibitors of Pseudomonas aeruginosa VIM-2 metallo-beta-lactamase. purified VIM-2, nitrocefin hydrolysis, epi-absorbance fluorescence. inhibition, % at 5.6 µM. AID 1527. 290,000 tested, 0.89% active;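 active = inhibition above the mean of all tested compounds plus 3 SD, cutoff set per screening run, cut at about 7.5% in these data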;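 note: red hydrolysis product quenches plate fluorescence so inhibitors raise well fluorescence; 0% = enzyme with DMSO and 100% = DMSO without enzyme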
FID counter: fluorescent intercalator displacement, NS3 helicase counter-screen; DNA fluorescent intercalator displacement, fluorescence; AID 1845; inhibition, % at 7.9 µM; 290,000 tested, 0.17% active; in the data active = inhibition above about 37%;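 note: 0% = vehicle and 100% = reference compound; higher means more ethidium bromide displaced from hairpin DNA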
PHOSPHO1 block: inhibitors of human PHOSPHO1 phosphatase; 290,000 tested, 1.1% active; recombinant PHOSPHO1, absorbance phosphatase assay; inhibition, % at 13.3 µM; in the data active = inhibition above about 60%
Target sequence (Q8TCT1 whole entry, looked up): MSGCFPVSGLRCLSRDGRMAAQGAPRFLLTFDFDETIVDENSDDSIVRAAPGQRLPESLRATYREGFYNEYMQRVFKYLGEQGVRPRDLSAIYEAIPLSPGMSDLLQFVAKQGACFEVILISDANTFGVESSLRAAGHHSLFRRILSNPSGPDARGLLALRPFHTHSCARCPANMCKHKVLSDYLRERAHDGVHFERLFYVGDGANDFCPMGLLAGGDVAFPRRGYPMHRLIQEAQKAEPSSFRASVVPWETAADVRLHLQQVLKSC
Active calls of the source: *; / = not tested or not shown. A portion of the library (hit frequency here may not be typical).

SMILES	OXTR agonist	GPR7 antagonist	NS3 helicase inh	IMP-1 inhibitor	GalR3 antag	V1R ag counter	VIM-2 inhibitor	FID counter	PHOSPHO1 block
CC(=O)[C@H]1CC[C@H]2[C@@H]3CC[C@H]4C[C@H](O)CC[C@]4(C)[C@H]3C(=O)C[C@]12C	0.5	-7	5	-3.6	/	1.2	-1.3	-34	-6
CC(=Nc1ccc2c(c1)CCC2)c1c(O)n(C)c(=O)n(C)c1=O	0.0	/	/	/	2	-1.1	/	/	4
Cn1c(O)c(C=NCCc2c[nH]c3ccccc23)c(=O)n(C)c1=O	3.4	0	-5	-2.2	-3	1.2	-0.5	2	14
COc1ccccc1-n1c(O)c(C=NC2CC2)c(=O)[nH]c1=O	-1.0	2	-2	-0.6	-3	0.5	-3.1	-2	2
CCCC(=O)c1c(O)[nH]c(=O)[nH]c1=O	1.3	-4	3	-3.0	-8	0.7	-2.1	2	15
CCCN1CC(C)C(OC(C)=O)(c2ccccc2)CC1C (stereo not given)	1.8	-7	-1	-2.8	1	0.7	-1.6	-3	-17
CCN1C(=O)/C(=C/c2ccc(N(CC)CC)cc2OC)C(=O)NC1=S	-0.2	-4	7	-1.3	-2	-0.2	-4.4	1	41
CC(NCC#Cc1ccccc1)C(O)c1ccccc1 (stereo not given)	3.8	-17	-15	-1.6	16*	12	-1.5	4	43
CCC(=NCCCn1ccnc1)c1c(O)n(-c2ccc(OC)cc2)c(=O)[nH]c1=O	0.2	3	-8	-1.1	-2	12	-1.2	-6	0
O=P(Oc1ccccc1)(Oc1ccccc1)N1CCN(c2ccc(F)cc2)CC1	-2.1	0	-10	-2.7	-8	-0.7	-1.0	-38	20
Cc1ccc(Cn2nnnc2CN2CCC(n3nnc4cc(C)ccc43)CC2)cc1	-0.4	14	-8	-1.0	-1	3.6	-1.4	-29	23
CCOC(=O)N(C)c1ccc(C(O)(C(=O)OC)C(F)(F)F)cc1 (stereo not given)	1.3	0	3	-1.8	-1	1.2	-1.2	-10	7
COC(=O)[C@@]1(C#N)[C@@H]2C=CC(C(C)=O)=CN2[C@@H](C(N)=O)[C@@H]1c1ccc(F)cc1	2.2	-8	-6	-2.2	3	1.4	-3.5	-17	25
CCCCCCN=Cc1c(O)n(C)c(=O)n(C)c1=O	0.8	-5	4	-2.8	-2	-0.4	-0.4	-12	28
O=C(O)c1nonc1-c1nonc1C(=O)O	1.1	-10	9	-3.0	-6	0.5	-4.1	2	6
CCCS(=O)(=O)N1CCC(C(=O)N2CCC3(CC2)OCCO3)CC1	-0.2	-16	2	-1.2	2	0.4	-3.6	-3	-8
Cc1cccc(-c2nc3ccc(C(=O)N4CCC5(CC4)OCCO5)cc3nc2-c2cccc(C)c2)c1	-0.6	-20	-27	-2.8	-5	-1.0	-1.9	-35	17
CCOC(=O)c1c(C)n(Cc2ccc(F)cc2)c2ccc(O)cc12	-1.3	4	6	-0.8	-6	-0.6	-0.8	-18	37
COc1ccc(CNC(C)Cc2cccs2)cc1 (stereo not given)	-0.1	-3	-4	-2.7	0	1.5	1.3	4	44
COc1ccccc1-n1c(O)c(/C=N/NC(=S)Nc2ccccc2)c(=O)[nH]c1=S	1.1	1	31	-0.8	1	-0.3	0.5	-2	20

Record cards, as listed above. Screens in order: OXTR agonist, GPR7 antagonist, NS3 helicase inh, IMP-1 inhibitor, GalR3 antag, V1R ag counter, VIM-2 inhibitor, FID counter, PHOSPHO1 block
Cc1cccc(-c2nc3ccc(C(=O)N4CCC5(CC4)OCCO5)cc3nc2-c2cccc(C)c2)c1 reads -0.6, -20, -27, -2.8, -5, -1.0, -1.9, -35, 17
CCOC(=O)c1c(C)n(Cc2ccc(F)cc2)c2ccc(O)cc12 reads -1.3, 4, 6, -0.8, -6, -0.6, -0.8, -18, 37
CCCS(=O)(=O)N1CCC(C(=O)N2CCC3(CC2)OCCO3)CC1 reads -0.2, -16, 2, -1.2, 2, 0.4, -3.6, -3, -8
COc1ccc(CNC(C)Cc2cccs2)cc1 (stereo not given) reads -0.1, -3, -4, -2.7, 0, 1.5, 1.3, 4, 44
COc1ccccc1-n1c(O)c(/C=N/NC(=S)Nc2ccccc2)c(=O)[nH]c1=S reads 1.1, 1, 31, -0.8, 1, -0.3, 0.5, -2, 20

The listing continues:
SMILES	OXTR agonist	GPR7 antagonist	NS3 helicase inh	IMP-1 inhibitor	GalR3 antag	V1R ag counter	VIM-2 inhibitor	FID counter	PHOSPHO1 block
CC#CP(=O)(OCC)C(O)(c1ccccc1)C(F)(F)F (stereo not given)	-1.2	-12	0	-2.1	5	-0.5	-0.8	7	-3
CC(O)(CS(=O)(=O)c1ccccc1)C(=O)Nc1ccc(C(F)(F)F)cc1 (stereo not given)	-0.7	7	2	-0.6	-6	0.1	0.9	0	15
O=c1c2ccccc2nc(-c2ccccc2Cl)n1-c1cccc(O)c1	/	-3	10	-2.8	-9	/	-1.2	-16	26
COc1ccc(-n2c(CN3CCOCC3)nc3ccccc3c2=O)c(OC)c1	0.2	-7	4	-2.3	-6	0.3	-1.7	-12	25
CC(C)CCOP(N)(=O)Oc1ccccc1 (stereo not given)	-1.1	-3	19	-2.5	-4	2.9	-2.7	-8	21
COc1cc2c(cc1OC)-c1c(OC)c(OC)cc3c1[C@H](C2)N(C)CC3	0.2	-14	5	-3.8	-12	0.6	3.0	9	4
O=[N+]([O-])c1ccc(N2CCOCC2)c2ccncc12	1.9	0	-11	-4.2	4	2.2	-4.0	8	27
Cc1nn(Cc2ccc(Cl)cc2Cl)c(Cl)c1C(=O)NC1CCCc2ccccc21 (stereo not given)	-1.4	-11	-6	-2.4	-2	-0.2	-2.1	2	-49
COc1ccc(CCNCc2ccc(OC)c(OC)c2OC)cc1	3.0	4	3	0.8	-4	-0.4	-3.7	9	17
CCC(C)n1c(O)c(C=NCC2CCCO2)c(=O)[nH]c1=S (stereo not given)	-0.6	-13	-4	-3.0	6	1.3	-2.0	-10	-8
Cc1c(C=C2C(=O)N(C)C(=S)N(C)C2=O)c2ccccc2n1CC(=O)NCC1CCCO1 (stereo not given)	/	-10	11	19*	-5	/	-3.9	-9	8
CCCCn1c(O)c(C(C)=Nc2cccc(C(=O)O)c2)c(=O)[nH]c1=O	0.5	-17	1	-3.0	-3	0.3	-1.9	-9	52
O=c1[nH]c(=O)n(-c2cccc(F)c2)c(O)c1/C=C1\C=Nc2ccccc21	1.9	23	1	3.8	1	1.4	2.5	-2	23
CC1(C)C(C(=O)N2CCN(c3ccc(Cl)cc3)CC2)C1(C)C	-2.2	3	-2	-2.6	-11	-0.4	-2.1	-38	/
Cc1ccsc1C(=O)C1CCCN(Cc2cccc(-n3cccn3)c2)C1 (stereo not given)	-1.4	-5	-8	-0.9	-7	-1.5	0.3	0	35
O=C1NC(=O)N(c2ccccc2F)C(=O)/C1=C/c1ccc(Oc2ccc([N+](=O)[O-])cn2)cc1	0.1	2	8	0.1	-6	0.3	-0.2	-9	9
O=C1c2ccccc2C2(c3ccc(Cl)cc3)NCCN12 (stereo not given)	0.1	-8	1	-4.6	-1	0.0	-0.7	-11	5
Cc1ccc2c(c1)C1CN(C)CCC1N2S(=O)(=O)c1ccccc1 (stereo not given)	0.2	-5	-10	-3.2	-1	0.8	-2.4	16	18
CC[C@]12C=CCN3CCC4(c5cc(Br)c(OC)cc5N(C)C4[C@@](O)(C(=O)OC)[C@@H]1OC(C)=O)C32 (stereo not given in full)	-0.9	-3	-1	2.0	-6	0.8	-0.1	-26	-96
Cc1cc(OC(C)C(=O)N[C@H](C(=O)O)c2ccccc2)c2c3c(c(=O)oc2c1)CCC3 (stereo not given in full)	-0.2	-1	7	-2.1	-3	0.8	0.5	-21	23

Just FID counter and PHOSPHO1 block (2 entries from above):
Compound,FID counter,PHOSPHO1 block
O=P(Oc1ccccc1)(Oc1ccccc1)N1CCN(c2ccc(F)cc2)CC1,-38,20
Cc1ccc(Cn2nnnc2CN2CCC(n3nnc4cc(C)ccc43)CC2)cc1,-29,23

Quoted from the listing:
Reading for CC[C@]12C=CCN3CCC4(c5cc(Br)c(OC)cc5N(C)C4[C@@](O)(C(=O)OC)[C@@H]1OC(C)=O)C32 (stereo not given in full) under VIM-2 inhibitor: -0.1
Reading for O=c1[nH]c(=O)n(-c2cccc(F)c2)c(O)c1/C=C1\C=Nc2ccccc21 under PHOSPHO1 block: 23
Reading for Cc1cc(OC(C)C(=O)N[C@H](C(=O)O)c2ccccc2)c2c3c(c(=O)oc2c1)CCC3 (stereo not given in full) under VIM-2 inhibitor: 0.5
Reading for O=C1c2ccccc2C2(c3ccc(Cl)cc3)NCCN12 (stereo not given) under VIM-2 inhibitor: -0.7

Continued.
SMILES	OXTR agonist	GPR7 antagonist	NS3 helicase inh	IMP-1 inhibitor	GalR3 antag	V1R ag counter	VIM-2 inhibitor	FID counter	PHOSPHO1 block
CCOC(=O)C1CN(C)CCC1=O (stereo not given)	0.4	-11	-1	-5.1	3	1.3	-1.7	7	-2
O=C(Cn1cnc2sc3c(c2c1=O)CCCC3)NCCCC(=O)N1CCC2(CC1)OCCO2	0.4	-15	1	-1.4	-1	0.7	-3.9	-21	2
O=C(COC(=O)c1ccccc1)Nc1ccc(Cl)cc1C(=O)c1ccccc1	-0.7	-5	5	-2.5	2	0.7	-3.9	-4	17
Fc1ccccc1CNCCc1c[nH]c2ccccc12	4.2	1	-13	-0.9	-6	0.6	-1.0	1	31
CC(C)C/C(=N/O)c1cn(C)c2ccccc12	-2.7	-31	5	-2.5	-10	-1.9	-3.0	-7	-32
CCOc1ccc(N2C(=O)/C(=C/c3ccco3)C(=O)NC2=S)cc1	2.5	-9	30	0.4	/	1.3	-0.9	-24	-24
CCCC[N+]12CCC(CC1)C(C(O)(c1ccccc1)c1ccccc1)C2 (stereo not given)	-0.6	7	-3	-1.4	-6	-1.1	-1.0	3	8
CC(Cc1ccccc1)NC(=O)/C=C/C(=O)O (stereo not given)	0.9	-4	8	-1.7	-6	-0.2	-2.6	1	20
C=CCn1c(O)c(C(C)=Nc2ccc(C(=O)O)cc2)c(=O)[nH]c1=O	0.7	-7	-3	-1.0	-4	-0.2	-0.9	-1	20
O=C1CN(O)C(c2ccccc2)=c2cc(Cl)ccc2=N1	-0.6	-11	-12	-3.6	-8	0.2	-2.1	-3	34
c1cncc(CNC2=NCCCCC2)c1	1.6	-9	-8	-3.9	-1	-0.1	-1.4	0	10
O=C(O)Cn1cc(/C=C2\C(=O)NC(=O)N(c3ccc(Cl)cc3)C2=O)c2ccccc21	0.4	9	29	0.1	-4	1.0	-2.1	-19	/
Cc1cc(OC(=O)CCNC(=O)OC(C)(C)C)c2c3c(c(=O)oc2c1)CCC3	0.8	-8	-11	-0.6	-5	2.1	0.9	-15	2

High-throughput results: PubChem, several laboratories
